Screening results (PubChem)
S-ASM inh: human S-ASM enzyme inhibition. P17405. Potency, µM (series often up to 57.5 µM), inactives show top-dose activity change, negative = inhibition, actives largely listed as inhibitors. 340,000 tested, 0.006% active. placental ASM, HMU-PC fluorogenic substrate, 60 min. AID 504937; note: potency is the fitted concentration of half-maximal effect
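Human placenta-derived ASM enzyme was preincubated with compound for 10 minutes at room temperature, then given fluorogenic substrate HMU-PC0 (9 uM final) for 60 minutes at 37 °C; a pH 10 stop preceded fluorescence reading at Ex 386/Em 447 nm.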
Integrin act MD: integrin-mediated muscular dystrophy alleviation activation; alpha7betagal myoblasts, beta-gal FDG fluorescence, 48 h; Potency, µM (doses to about 38.3 µM), without a hit: at the top dose activation, actives largely listed as activators; 350,000 tested, 0.064% active; AID 624291;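 note: potency is the fitted concentration of half-maximal effect; 100% = response of the positive control SU9516; nearly all actives have a fitted effect of over 60% in size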
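Alpha7betagal+/- myoblasts (passage 13) were plated 16-24 hr, then exposed to compounds (1:260 dilution of DMSO stock) for 48 hours at 37C. After MPER lysis, β-galactosidase reporter activity was read as FDG fluorescence (ex 480/em 540) after 30 minutes.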
TSHR antagonist: antagonists of human thyroid stimulating hormone receptor; 330,000 tested, 0.2% active; TSHR-expressing cells, TSH-stimulated cAMP HTRF, 2 h; hits give low values; P16473; activity change, negative = inhibition, % at 11.5 µM;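 active = activity change below a set negative limit, meaning inhibition stronger than a set level, cut at about -70% in these data; inconclusive = activity change between two set negative limits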; note: % is set by controls: 0 for no effect and ±100 for the full control effect
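Cell-based HTRF cAMP assay; TSHR cells + compound, TSH EC80 (4nM final), 2 h, 37 deg C. Lysis with anti-cAMP cryptate and cAMP-d2, 30 min RT, read 665/620 nm.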
AT treatment: potential ataxia-telangiectasia treatments restoring KAP-1 phosphorylation. Potency, µM (top dose mostly 57.5 µM), inactives show at the highest dose activation, actives largely listed as activators. AID 485349. […] A-T fibroblasts, KAP-1 phosphorylation AlphaLISA; neocarzinostatin DNA damage 30 min before lysis. 320,000 tested, 0.19% active; note: potency is the fitted concentration of half-maximal effect; % of control where 0% means no effect; nearly all actives have a fitted effect of over 45% in size
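hTERT-immortalized A-T patient fibroblasts ([…]), 500 cells/well in OPTI-MEM, 1% FBS, got compounds for 60 min, then NCS for 30 min at 37C. Lysates were then assayed for phospho-KAP-1 by AlphaLISA (anti-pKAP1 donor, anti-KAP1 acceptor beads), 6 hr at 25C.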
TCR activator: T cell receptor activation; primary human leukocytes, anti-CD3, IL-2 HTRF, 48 h; Potency, µM (titrated, usually from 9.22 µM), without a hit: top-dose activation of IL-2 secretion, hits mostly activators; 330,000 tested, under 10 active; AID 504894; note: % of control where 0% means no effect
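Readout: HTRF IL-2, Eu-cryptate/d2 antibody pair, 320nm excitation, 665nm emission. Stimulus: a-CD3 beads, no co-stimulation. Cells: primary human leukocytes. Exposure: 48 hr with compound.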
CXXC DNA block: inhibitors of human MLL CXXC domain-DNA interaction; Q03164; MLL-CXXC / FITC-HOXA9 DNA fluorescence polarization; Potency, µM (series often up to 115 µM), for the others: top-dose activity change, negative = inhibition, actives largely listed as inhibitors; 290,000 tested, 0.037% active; AID 2662; active = well fitted inhibition curve with a large enough effect in the polarisation, with a control signal flat, not every such curve was filed as active; inconclusive = small, poorly fitted or top-dose-only effect, or effect the other way, or a change in a side signal; inactive = no such curve, though single readings can be large or run the other way; the % refers to the polarisation; note: potency is the fitted concentration of half-maximal effect
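Steps: dispense CXXC domain solution (7 uM) → pin compounds or unlabeled HOX-A9 DNA control → 5 min ambient → add FLSN-HOX-A9 solution (50 nM) → spin → 30 min ambient → fluorescence polarization. Tris pH 7.5/NaCl/DTT/BSA buffer.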
Menin-MLL TR inh: menin-MLL binding inhibition, Texas Red mutant peptide. O00255. Menin + Texas Red MLL mutant peptide, fluorescence polarization. Potency, µM (doses to about 61.6 µM), inactives show top-dose FP activity change, negative = inhibition, most hits filed as inhibitors. 270,000 tested, 0.23% active. AID 1768; active = well fitted inhibition curve with a large enough effect in the polarisation, with a control signal flat, not every such curve was filed as active; inconclusive = small, poorly fitted or top-dose-only effect, or effect the other way, or a change in a side signal; inactive = no such curve, though single readings can be large or run the other way; the % refers to the polarisation; note: potency is the fitted concentration of half-maximal effect; % of control where 0% means no effect; many of its hits are not listed in these tables
Target sequence (O00255 whole entry, looked up): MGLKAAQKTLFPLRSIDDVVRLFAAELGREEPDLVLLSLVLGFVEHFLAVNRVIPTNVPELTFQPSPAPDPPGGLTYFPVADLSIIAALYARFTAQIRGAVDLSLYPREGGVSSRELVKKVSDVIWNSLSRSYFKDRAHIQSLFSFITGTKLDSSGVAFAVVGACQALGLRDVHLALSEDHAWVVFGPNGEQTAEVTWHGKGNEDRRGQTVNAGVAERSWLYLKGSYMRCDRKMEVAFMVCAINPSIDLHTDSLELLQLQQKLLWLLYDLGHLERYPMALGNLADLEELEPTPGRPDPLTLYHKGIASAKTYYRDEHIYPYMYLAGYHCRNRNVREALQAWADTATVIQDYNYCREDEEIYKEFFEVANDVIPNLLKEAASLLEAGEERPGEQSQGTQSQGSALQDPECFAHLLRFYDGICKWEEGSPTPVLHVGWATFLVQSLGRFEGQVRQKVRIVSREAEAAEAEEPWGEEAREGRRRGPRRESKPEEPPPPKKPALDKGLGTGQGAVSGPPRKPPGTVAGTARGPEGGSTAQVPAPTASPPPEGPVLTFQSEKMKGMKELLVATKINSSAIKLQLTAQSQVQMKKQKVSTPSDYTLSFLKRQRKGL
Mito fusion yeast: inhibitors of mitochondrial division or activators of mitochondrial fusion; S. cerevisiae fusion-defective mutant growth rescue, CellTiterGlo 48 h; Potency, µM (series often up to 46.1 µM), for inactives: at the highest dose growth rescue (activation), hits mostly activators; 320,000 tested, 0.23% active;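 note: potency is the fitted concentration of half-maximal effect; % of control where 0% means no effect; nearly all actives have a fitted effect of over 45% in size; temperature-sensitive fusion mutants such as fzo1-1 at 37 °C on non-fermentable ethanol glycerol medium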
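S. cerevisiae fusion-defective temperature-sensitive mutants (e.g. fzo1-1, mgm1-5) grown 48 h at 37C in YPEG (ethanol/glycerol non-fermentable) medium with 23 nl compound per well; growth rescue read as CellTiterGlo luminescence.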
MBNL1 CUG block: blocks human MBNL1 binding to CUG repeat RNA | TR-FRET MBNL1-His/biotin-(CUG)12 binding, 665/545 ratio | Potency, µM (doses to about 57.5 µM), inactives show at the top dose activity change, negative = inhibition, actives largely listed as inhibitors | Q9NR56 | 280,000 tested, 0.036% active; active = well fitted inhibition curve with a large enough effect in the signal ratio, with a control signal flat, not every such curve was filed as active; inconclusive = small, poorly fitted or top-dose-only effect, or effect the other way, or a change in a side signal; inactive = no such curve, though single readings can be large or run the other way; the % refers to the signal ratio; note: potency is the fitted concentration of half-maximal effect; % is set by controls: 0 for no effect and ±100 for the full control effect
Target sequence (Q9NR56 whole entry, looked up): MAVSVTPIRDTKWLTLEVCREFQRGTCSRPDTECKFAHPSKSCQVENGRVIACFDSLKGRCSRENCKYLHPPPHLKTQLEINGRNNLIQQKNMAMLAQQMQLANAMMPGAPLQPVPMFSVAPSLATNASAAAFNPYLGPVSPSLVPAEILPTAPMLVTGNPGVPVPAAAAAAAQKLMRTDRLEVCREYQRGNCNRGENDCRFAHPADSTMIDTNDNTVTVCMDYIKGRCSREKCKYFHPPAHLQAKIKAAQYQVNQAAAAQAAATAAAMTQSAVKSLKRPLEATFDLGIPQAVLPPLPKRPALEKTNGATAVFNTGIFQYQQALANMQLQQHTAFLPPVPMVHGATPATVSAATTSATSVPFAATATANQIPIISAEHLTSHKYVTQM
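Compounds (final 92 nM to 58 uM) are added to His-tagged MBNL1 and biotin-(CUG)12, then terbium anti-His antibody and streptavidin-XL665 (5 nM final). After 60 min at room temperature, the 665/545 nm ratio is read.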
PTAP TSG101 blk: blocks PTAP/TSG101 interaction to inhibit HIV-1 budding; Q99816; Fluorescence polarization, FITC-PTAP peptide / Tsg101 binding; Potency, µM (series often up to 115 µM), for the others: at the top dose activity change, negative = inhibition, usual class: inhibitors; 340,000 tested, under 10 active; active = well fitted inhibition curve with a large enough effect in the main read-out, with a control signal flat, not every such curve was filed as active; inconclusive = small, poorly fitted or top-dose-only effect, or effect the other way, or a change in a side signal; inactive = no such curve, though single readings can be large or run the other way; note: potency is the fitted concentration of half-maximal effect; % of control where 0% means no effect
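Tsg101 binding domain (10 uM final) was mixed with compound and a FITC-labeled PTAP peptide (50 nM final) in HEPES pH 7.5 buffer with NaCl, Tween 20, EDTA and TCEP; fluorescence polarization was read after 20 min at r.t.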
An asterisk follows results filed as active; ? = inconclusive; nt = no result given; [ ] = remark or other dose. Unless noted, calls come from the whole dose curve; as a rule, active = well fitted curve in the direction sought with a large enough effect; inconclusive = small, poorly fitted or top-dose-only effect, or another doubt; inactive = no such curve, though single readings can be large; an effect the other way counts as inactive or inconclusive.

SMILES	S-ASM inh	Integrin act MD	TSHR antagonist	AT treatment	TCR activator	CXXC DNA block	Menin-MLL TR inh	Mito fusion yeast	MBNL1 CUG block	PTAP TSG101 blk
N=C1C(c2nc(-c3ccc(Cl)cc3)cs2)=C(O)CN1CCCN1CCOCC1	-22%	-61%[inhibitor]	-4	1%	1%	1%	?	-7%	0%	0%
Cc1ccc(-c2cc(C(F)(F)F)nc(SCC(=O)c3cccc([N+](=O)[O-])c3)n2)cc1	2%	20%	-14	3%	-1%	-7%	25%	3%	3%	-9%
Cc1c(C(=O)N2CCOCC2)sc2ncnc(N3CCc4ccccc4C3)c12	6%	-17%	-6	-1%	4%	-5%	-7%	0%	-2%	-9%
Cc1ccc(NC(=O)NC(=O)CN2C(=O)NC3(CCCCCCC3)C2=O)c(C)c1	-10%	-29%	-1	-3%	-247%	-1%	-7%	1%	-7%	-1%
Cc1sc2ncnc(N/N=C/c3ccccc3O)c2c1C	3%	4%	-2	-3%	-1%[46.1 µM]	?	?	0%	nt	-2%
COc1cc(-c2nnc(-c3ccncc3)o2)ccc1OCc1ccccc1	-6%	-13%	-4	-3%	4%	-2%	0%	-1%	-9%	-5%
Cc1ccc(Cc2cnc(N)s2)o1	5%	16%	6	2%	-1%	14%	4%	-4%	21%	-6%
Cc1cccc(NC(=S)N2CCC(O)CC2)c1C	-2%	-4%	7	-2%	0%	-4%	14%	0%	-2%	-3%
C/C(=N\Nc1ccc(C)c(Cl)c1)c1cccnc1	1%	-21%	8	-7%	-8%	7%	?	3%	-9%	0%
CC(C)(C)c1ccc(C(=O)Nc2cccc([N+](=O)[O-])c2)cc1	-3%	-46%[inhibitor]	-2	-4%	-4%	15%	?	20%	5%	-4%
CCn1c(SCC(=O)Nc2ccc(OC)cc2)nc2c(c1=O)SCC2	1%	24%	8	3%	-14%	-2%	-12%	0%	74%[activator]	-9%
CCN(CC)c1ccc(/C=N/n2c(C)cc(C)cc2=O)cc1	58%[activator]	0%	10	1%	5%	-10%	-1%	4%	?	-6%
CC(C)CN(C(=O)CSc1nnc(C2CC2)n1-c1ccccc1)C1CCS(=O)(=O)C1 (configuration not stated)	1%	-19%	2	2%	-4%	nt	nt	1%	nt	-9%
CC(C)Cc1nnc(NC(=O)C2CC(=O)N(c3ccc4c(c3)OCCO4)C2)s1 (configuration not stated)	1%	22%	-1	6%	1%	nt	nt	-3%	nt	-2%
O=C(c1ccco1)N1CCN(Cc2nnc(-c3ccccc3F)o2)CC1	2%	-8%	27	-3%	-2%	-2%	-18%	17%	-13%	-6%
NC(=O)c1ccc(NC(=O)COC(=O)c2ccc([N+](=O)[O-])cc2)cc1	-2%	26%	4	-4%	-6%	2%	nt	-1%	nt	-4%
CCOc1cc(C2C(C#N)=C(N)Oc3cc(N)ccc32)ccc1O (configuration not stated)	42%[activator]	22%	26	28%	nt	16%	18%	2%	?	1%
COCC(C)n1c(SCC(=O)NC(=O)Cc2ccccc2)nc2ccccc2c1=O (configuration not stated)	1%	12%	-5	6%	6%	nt	nt	-4%	nt	0%
COc1ccc(OC(=O)c2cnn(-c3ccccc3)c2C)cc1	-1%	21%	-3	3%	5%	-3%	nt	14%	-14%	-4%
COc1ccc(/C=C2\N=C3CCCN3C2=O)cc1	-7%	0%	-4	-9%	-2%	1%	nt	-3%	?	-1%
Cc1cc(OC(C)C(=O)NCCCN2CCOCC2)c2c(C)c(C)c(=O)oc2c1 (configuration not stated)	2%	-26%	-1	4%	1%	11%	-8%	4%	13%	-6%
CN1CCCC(C(=O)C(C#N)c2ccccc2)C1 (configuration not stated)	-3%	11%	1	6%	-2%	8%	-26%	-2%	2%	-1%
COc1cc(CC(=O)NCC2COc3ccccc3O2)cc(OC)c1OC (configuration not stated)	2%	6%	1	-1%	-1%	0%	-1%	-3%	-2%	-1%
CNC(=O)c1ccsc1NC(=O)CN1C(=O)CCC1=O	9%	10%	19	-27%	15%	-3%	nt	?	-10%	-6%
CCN1CCN(c2ccccc2NC(=O)C(C)Oc2ccc(C(C)=O)cc2)CC1 (configuration not stated)	4%	15%	1	7%	-3%	nt	nt	-7%	nt	-4%
N/C(=N\OC(=O)COc1ccc2ccccc2c1Br)c1ccccn1	-10%	-3%	1	-3%	-7%	8%	0%	10%	34%[activator]	-8%
Cc1cc(S(=O)(=O)N2CCc3ccccc3C2)ccc1F	1%	4%	-2	3%	nt	11%	?	0%	1%	0%
O=C(c1ccco1)N1CCC(c2nc3ccccc3[nH]2)CC1	2%	-45%	7	4%	-1%	nt	nt	2%	nt	-1%
CN(Cc1cccc(F)c1)C(=O)c1ccc(S(=O)(=O)N2CCCCCC2)cc1	1%	-21%	-5	5%	3%[46.1 µM]	nt	nt	nt	nt	-7%
O=C(O)c1cccc(-n2nnnc2SCc2ccccn2)c1	4%	22%	19	-5%	nt	12%	-1%	-7%	7%	-3%

An excerpt from above in order of heavy-atom count, falling:
SMILES	S-ASM inh	Integrin act MD	TSHR antagonist	AT treatment	TCR activator	CXXC DNA block	Menin-MLL TR inh	Mito fusion yeast	MBNL1 CUG block	PTAP TSG101 blk
CN(Cc1cccc(F)c1)C(=O)c1ccc(S(=O)(=O)N2CCCCCC2)cc1	1%	-21%	-5	5%	3%[46.1 µM]	nt	nt	nt	nt	-7%
NC(=O)c1ccc(NC(=O)COC(=O)c2ccc([N+](=O)[O-])cc2)cc1	-2%	26%	4	-4%	-6%	2%	nt	-1%	nt	-4%
CCOc1cc(C2C(C#N)=C(N)Oc3cc(N)ccc32)ccc1O (configuration not stated)	42%[activator]	22%	26	28%	nt	16%	18%	2%	?	1%
COc1ccc(OC(=O)c2cnn(-c3ccccc3)c2C)cc1	-1%	21%	-3	3%	5%	-3%	nt	14%	-14%	-4%
Cc1cc(S(=O)(=O)N2CCc3ccccc3C2)ccc1F	1%	4%	-2	3%	nt	11%	?	0%	1%	0%
CNC(=O)c1ccsc1NC(=O)CN1C(=O)CCC1=O	9%	10%	19	-27%	15%	-3%	nt	?	-10%	-6%

(cont.)
SMILES	S-ASM inh	Integrin act MD	TSHR antagonist	AT treatment	TCR activator	CXXC DNA block	Menin-MLL TR inh	Mito fusion yeast	MBNL1 CUG block	PTAP TSG101 blk
Cc1ccc(-c2csc(NC(=O)C3CCN(S(=O)(=O)c4cccs4)CC3)n2)cc1	-15%	-4%	-36	-12%	2%[46.1 µM]	6%	-15%	1%	3%	0%
CCOc1cc(NC(=S)NCc2ccccc2)c(OCC)cc1NC(=O)C(C)C	1%	0%	34	18%	-2%	2%	2%	0%	22%	-1%
CCOc1ccc(C(=O)CSc2nnc3ccccn23)cc1	1%	23%	18	0%	2%	-1%	0%	-2%	4%	-2%
CCOC(=O)c1sc(NC(=O)CSc2nccc(C)n2)c(C#N)c1C	-1%	3%	-10	6%	-2%	-2%	-4%	-2%	-3%	0%
O=C(NN1C(=O)C2C3C=CC(C4CC34)C2C1=O)c1cccc(Cl)c1 (configuration not stated)	0%	-13%	-6	0%	1%[46.1 µM]	6%	-8%	-4%	4%	-2%
O=C(CN1C(=O)NC(c2ccccc2)(c2ccccc2)C1=O)c1c[nH]c2ccccc12	nt	nt	20	5%	nt	-4%	2%	-1%	10%	nt
CC(C)c1nc(SCC(=O)NC2CCCC2)c2c(=O)n(C)c(=O)n(C)c2n1	4%	12%	-12	?	-25%	10%	nt	0%	-8%	-1%
O=C(CC1SC(N2CCOCC2)=NC1=O)Nc1ccc(Cl)c(C(F)(F)F)c1 (configuration not stated)	-10%	-12%	nt	-4%	nt	nt	nt	nt	nt	-2%
CCCN(CCC)c1c([N+](=O)[O-])c(=O)oc2ccccc12	0%	21%	5	10%	1%[46.1 µM]	19%	3%	-1%	?	-5%
COc1ccc(C(=O)NC(=S)N2CCCCC2)cc1	-1%	6%	3	0%	nt	20%	3%	10%	-2%	34%[activator]
CCCCn1c(N)c(N(CC(C)C)C(=O)CSc2ccc3c(c2)OCCO3)c(=O)[nH]c1=O	2%	7%	5	7%	-4%	nt	nt	2%	nt	1%

This is a subset (hit frequency here may not be typical).
